KCNH2 WT inh: inhibitors of human wildtype KCNH2 potassium channel. Q12809. U2OS, BacMam KCNH2, thallium flux FluxOr; stronger effect = lower value. activity change, % at 1.84 µM. 340,000 tested, 0.37% active. AID 720551;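 active = maximum activity change below -70%; inconclusive = maximum activity change between -70% and -50%; inactive = maximum activity change above -50%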; note: % is set by controls: 0 for no effect and ±100 for the full control effect
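U2OS cells were transduced with wild-type KCNH2 virus (2.03 x 10^8 / mL) for 4 h at room temperature, then cultured overnight at 37 C. Thallium flux was read with FluxOr dye. Rate constants were normalized to DMSO controls.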
KCNH2 3.1 block: KCNH2 3.1 (human) potassium channel inhibition; U2OS KCNH2 3.1, thallium flux FluxOr; stronger effect = lower value; activity change, % (tested at about 1.8 µM); 340,000 tested, 0.95% active; AID 720553;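 active = maximum activity change below -70%; inconclusive = maximum activity change from -70% to -50%; inactive = maximum activity change above -50%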;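 note: thallium influx rate constant from kinetic fluorescence after stimulation buffer; % is set by controls: 0 for no effect and ±100 for the full control effect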
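Kinetic fluorescence (2 min after stimulation buffer) measures Tl+ influx through KCNH2 3.1 expressed by viral transduction in U2OS cells; the rate constant is normalized against DMSO controls serving as positive and negative references.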
Mito fusion yeast: mitochondrial division inhibition or fusion activation; S. cerevisiae fusion-defective mutant growth rescue, CellTiterGlo 48 h; Potency, µM (top dose mostly 46.1 µM), inactives show at the top dose growth rescue (activation), usual class: activators; 320,000 tested, 0.23% active; AID 485298;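 note: potency is the fitted concentration of half-maximal effect; % of control where 0% means no effect; nearly all actives have a fitted effect of over 45% in size; temperature-sensitive fusion mutants such as fzo1-1 at 37 °C on non-fermentable ethanol glycerol medium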
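Growth-rescue viability read-out: after 48 h at the non-permissive 37C in glycerol/ethanol YPEG, yeast mitochondrial fusion mutants are measured by CellTiterGlo luminescence; compounds (23 nl pinned per well) restoring growth score as division inhibitors or fusion activators.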
TSHR antagonist: human thyrotropin receptor antagonism; AID 504810; TSHR-expressing cells, TSH-stimulated cAMP HTRF, 2 h; stronger effect = lower value; P16473; activity change, negative = inhibition, % at 11.5 µM; 330,000 tested, 0.2% active;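 active = activity change below a set negative limit, meaning inhibition stronger than a set level, cut at about -70% in these data; inconclusive = activity change between two set negative limits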; note: % is set by controls: 0 for no effect and ±100 for the full control effect
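Cell-based HTRF cAMP assay; TSHR cells + compound, TSH EC80 (4nM final), 2 h, 37 deg C. Lysis with anti-cAMP cryptate and cAMP-d2, 30 min RT, read 665/620 nm.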
ELG1 repair inh: ELG1-dependent DNA repair inhibition; HEK293T ELG1-luciferase reporter, luminescence, 16 h; DNA damage induced by 5-fluorouridine; Potency, µM (series often up to 46.1 µM), without a hit: top-dose activity change, negative = inhibition, usual class: inhibitors; 330,000 tested, 2.3% active; AID 504467; note: potency is the fitted concentration of half-maximal effect; % is set by controls: 0 for no effect and ±100 for the full control effect; nearly all actives have a fitted effect of over 55% in size
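HEK293T cells expressing luciferase-tagged ELG1 (2,000/well) received 5-Fluorouridine plus compound or DMSO for 16 hr at 37 °C. Luciferase was read by ONE-Glo luminescence after 30 min at room temperature.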
TCR activator: T cell receptor activation; primary human leukocytes, anti-CD3, IL-2 HTRF, 48 h; Potency, µM (top dose mostly 9.22 µM), for inactives: at the top dose activation of IL-2 secretion, actives largely listed as activators; 330,000 tested, under 10 active; note: % of control where 0% means no effect
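1) Mix primary human leukocytes, a-CD3 beads and compound. 2) Incubate 48 hr. 3) Add HTRF IL-2 reagents (a-IL-2-K, a-IL-2-d2).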
TRPV1 ag: human TRPV1 agonism; Q8NER1; TRPV1-expressing cells, Fluo-8 calcium influx, agonist mode; activation, % at 8.33 µM; 320,000 tested, 0.19% active; AID 540275; in the data active = activation above about 80%; inconclusive = between about 30% and that limit; note: 0% is about no effect
Target sequence (Q8NER1 whole entry, looked up): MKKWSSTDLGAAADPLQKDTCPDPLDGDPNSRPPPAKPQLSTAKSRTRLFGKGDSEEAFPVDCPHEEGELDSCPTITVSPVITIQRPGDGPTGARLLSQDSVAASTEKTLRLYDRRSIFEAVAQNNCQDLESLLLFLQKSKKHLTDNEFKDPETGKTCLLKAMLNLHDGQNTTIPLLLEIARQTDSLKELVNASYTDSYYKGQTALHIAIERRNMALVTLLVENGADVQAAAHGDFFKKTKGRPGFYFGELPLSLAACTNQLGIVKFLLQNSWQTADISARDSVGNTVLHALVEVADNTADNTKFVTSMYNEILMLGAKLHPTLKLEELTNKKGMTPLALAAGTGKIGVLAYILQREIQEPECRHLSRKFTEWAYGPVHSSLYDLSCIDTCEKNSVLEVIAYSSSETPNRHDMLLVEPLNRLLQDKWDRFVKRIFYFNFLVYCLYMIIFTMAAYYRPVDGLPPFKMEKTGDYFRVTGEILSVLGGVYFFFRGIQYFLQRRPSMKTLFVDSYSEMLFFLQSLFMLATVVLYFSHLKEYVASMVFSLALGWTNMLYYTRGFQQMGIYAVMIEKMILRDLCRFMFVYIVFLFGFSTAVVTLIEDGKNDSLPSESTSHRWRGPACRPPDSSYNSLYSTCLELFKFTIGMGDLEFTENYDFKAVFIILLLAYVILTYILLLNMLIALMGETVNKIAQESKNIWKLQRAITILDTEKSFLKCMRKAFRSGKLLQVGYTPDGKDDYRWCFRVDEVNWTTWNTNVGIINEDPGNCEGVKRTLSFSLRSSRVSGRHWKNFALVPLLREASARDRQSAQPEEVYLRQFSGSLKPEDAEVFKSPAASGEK
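TRPV1-expressing cells were cultured overnight at 35.5C and loaded with Fluo-8 calcium dye for 40 to 90 min at room temperature. After a 10 s baseline, compound was added and calcium influx was read kinetically for 3 min (ex 480/em 520 nm).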
USP2a block: USP2a (human) protease inhibition; O75604; USP2 core, Ub-CHOP2 coupled fluorogenic reporter, 485/531; 330,000 tested, 0.01% active; AID 463254; Potency, µM (series often up to 38.3 µM), for the others: top-dose activity change, negative = inhibition, most hits filed as inhibitors;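 note: potency is the fitted concentration of half-maximal effect; plate controls were DMSO wells for no effect and full inhibition by NEM control for full effect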
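Deubiquitinase activity read as fluorescence (485/531 nm) after Ub-CHOP2 cleavage activates the enterokinase reporter on its substrate; USP2 core 10nM, Ub-CHOP2 and substrate 25nM each, 30min compound preincubation then 60min RT; data normalized to NEM, curves fitted.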
A-T KAP1 phos: candidate therapy for ataxia-telangiectasia | […] A-T fibroblasts, KAP-1 phosphorylation AlphaLISA; neocarzinostatin DNA damage 30 min before lysis | Potency, µM (top dose mostly 57.5 µM), without a hit: at the highest dose activation, usual class: activators | 320,000 tested, 0.19% active; note: potency is the fitted concentration of half-maximal effect; % of control where 0% means no effect; nearly all actives have a fitted effect of over 45% in size
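ATM-like activity read as KAP-1 phosphorylation via AlphaLISA donor/acceptor antibody pairs after lysis and 6 hr at 25C. Cells were ATM-null patient fibroblasts ([…], hTERT), dosed 60 min, then exposed to the DSB inducer NCS for 30 min.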
Eya2 inh: blocks the phosphatase activity of human Eya2. O00167. recombinant Eya2, OMFP fluorescence dephosphorylation (OMFP is methylfluorescein phosphate). Potency, µM (series often up to 76.9 µM), for the others: at the highest dose activity, negative = inhibition, actives largely listed as inhibitors. 330,000 tested, 0.006% active. AID 488837; note: potency is the fitted concentration of half-maximal effect; % is set by controls: 0 for no effect and ±100 for the full control effect
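Eya2 (0.2 uM) preincubated 10 min at ambient with compound, then OMFP substrate added at 50 uM; 10 min reaction in 50 mM HEPES pH 7.5, 50 mM NaCl, 5 uM MgCl2, 0.05% BSA, 1 mM DTT. Fluorescence read at Ex 485/Em 525 nm.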
Numbers without * were called inactive; ? = inconclusive; / = no result given; [ ] = remark or other dose. Unless noted, calls come from the whole dose curve; as a rule, active = well fitted curve in the direction sought with a large enough effect; inconclusive = small, poorly fitted or top-dose-only effect, or another doubt; inactive = no such curve, though single readings can be large; an effect the other way counts as inactive or inconclusive.

SMILES	KCNH2 WT inh	KCNH2 3.1 block	Mito fusion yeast	TSHR antagonist	ELG1 repair inh	TCR activator	TRPV1 ag	USP2a block	A-T KAP1 phos	Eya2 inh
COc1ccc(C2c3c(c(C)c(C)oc3=O)Oc3c(C)c(C)oc(=O)c32)cc1	0	8	-7%	-12	12%	1%	9	-1%	7%	4%
COc1ccccc1NS(=O)(=O)c1ccc(O)c(C(=O)OCC(=O)N2CCc3ccccc32)c1	-10	15	17%	-2	-14%	-1%	0	-1%	-32%	8%
Cc1ccc(N(C(=O)c2snc(C(N)=O)c2N)C(C(=O)NC2CCCC2)c2ccncc2)cc1 (stereo not drawn)	4	4	-5%	-10	14%	0%	2	3%	4%	-2%
C/C(=N\NC(=O)c1cc(Br)ccc1O)c1cccc(NC(=O)c2ccccc2F)c1	19	/	-4%	-21	?	0%	-2	2%	8%	-5%
Cc1sc2ncnc(OCC(=O)NC3CCS(=O)(=O)C3)c2c1C (stereo not drawn)	17	5	-2%	22	4%	2%	7	0%	-2%	2%
CC1CN(c2ccc(S(=O)(=O)N3CCCC3)cn2)CC(C)O1 (stereo not drawn)	1	13	8%	-3	?	0%	1	1%	-27%	-2%
CCCCCCNC(=O)C(C#N)c1nc2ccccc2nc1N1CCOCC1 (stereo not drawn)	-4	-7	0%	-7	-1%	-5%	17	-1%	8%	7%
CCOC(=S)SCc1cn2ccc(C)cc2n1	16	3	22%	8	8%	2%[46.1 µM]	11	4%	2%	1%
O=C(CN1CCN(c2ccc(F)cc2)CC1)N(C1CCCC1)C1CCS(=O)(=O)C1 (stereo not drawn)	15	15	3%	-9	2%	2%	3	1%	3%	2%
COc1ccc(CN2CC(=O)N(c3ccccc3C)C2=S)cc1OC	-3	0	30%	0	?	-2%	4	0%	-4%	-6%
Cc1cccc(/C(N)=N/OC(=O)N2CCOCC2)c1	4	6	7%	-9	-3%	/	-1	1%	5%	1%
CCNC(=S)N/N=C/c1ccccc1[N+](=O)[O-]	-1	2	3%	-9	5%	-3%	4	1%	-4%	-9%
Cc1cccc(N(C(=O)CNC(=O)c2ccco2)C(C(=O)NC2CCCC2)c2cccnc2)c1C (stereo not drawn)	-8	-16	-2%	-2	5%	-2%	0	3%	/	2%
N#Cc1nc(-c2ccco2)oc1NCc1ccccc1Cl	-4	-4	29%	0	-2%	9%	0	1%	0%	3%
CCCN(CCC)C(=O)C1CCC(CNS(=O)(=O)c2cccc3nsnc23)CC1 (stereo not drawn)	-2	11	29%	16	-3%	-5%	2	1%	-3%	6%
CCOC(=O)c1c(C)n(CCOc2ccccc2)c2ccc(O)cc12	4	-10	-1%	18	-4%	7%	4	1%	2%	2%
CCOc1ccccc1NCc1nnc(-c2ccccc2)o1	-5	-18	-3%	-3	11%	/	3	0%	4%	-7%
CS(=O)(=O)N(CC(=O)NCCSCc1ccccc1Cl)c1ccc(F)cc1	2	3	8%	-2	1%	2%	-1	-1%	0%	-2%
O=C(Nc1nnc(CC(c2ccccc2)c2ccccc2)s1)c1ccco1	0	-6	3%	-3	7%	2%	0	-3%	1%	-18%
Cc1ccc(Nc2nc(N)nc(COC(=O)C3=COCCO3)n2)cc1	-3	-1	2%	4	-4%	2%	2	0%	6%	10%
Clc1ccc2c(c1)CNc1c(ncnc1N1CCOCC1)O2	-12	-15	15%	-33	?	-1%	1	-1%	-6%	32%
CCN1C(=O)/C(=C/C=C2\N(CC)c3cc(S(=O)(=O)N(C)C)ccc3N2c2ccccc2)SC1=S	-42	-8	-1%	-7	?	-2%	11	21%	-6%	?
CCCCNC(=O)CCn1c(=O)c2ccccc2n(Cc2ccccc2C)c1=O	-2	1	-4%	10	-6%	-8%[46.1 µM]	3	5%	-3%	0%
O=C(CSc1nnc(Cn2nnc(-c3ccccc3)n2)n1-c1ccccc1)Nc1ccccc1	9	-8	-7%	0	-4%	-4%	0	-6%	23%	-10%
CCOc1ccc2nc(NC(=O)CSc3ccccc3)sc2c1	-2	-12	1%	-10	6%	0%	5	1%	2%	-13%
Additional compounds follow.
SMILES	KCNH2 WT inh	KCNH2 3.1 block	Mito fusion yeast	TSHR antagonist	ELG1 repair inh	TCR activator	TRPV1 ag	USP2a block	A-T KAP1 phos	Eya2 inh
O=C(NCC(c1ccco1)N1CCN(c2ccc(F)cc2)CC1)c1ccc2c(c1)OCO2 (stereo not drawn)	3	0	2%	-1	?	2%	-5	1%	0%	3%
Cc1noc(C)c1S(=O)(=O)N1CCC(C(=O)NC2CCCc3ccccc32)CC1 (stereo not drawn)	-15	7	0%	2	1%	0%	-2	-1%	5%	7%
Cc1c(NC(=O)C(C)OC(=O)c2sc3ccccc3c2Cl)c(=O)n(-c2ccccc2)n1C (stereo not drawn)	3	2	-5%	1	-5%	-8%[46.1 µM]	-6	2%	-7%	2%
O=[N+]([O-])c1cccc(S(=O)(=O)/N=C(/Nc2ccccc2)c2ccccc2)c1	-6	9	/	-11	?	-3%	/	-1%	3%	10%
CNC(=S)N(CCc1c(C)[nH]c2ccc(F)cc12)Cc1ccco1	3	5	-7%	4	0%	2%	2	-8%	?	-6%
COc1cccc(-c2ccc(NC(=O)C3CCCN(Cc4cnc(C)n4C)C3)cc2)c1 (stereo not drawn)	26	?	-5%	5	1%	-1%	4	1%	9%	-3%
Cc1nc(SC2CC(=O)N(c3ccccc3)C2=O)n[nH]1 (stereo not drawn)	1	9	-16%	21	1%	4%	-2	0%	-10%	7%
Cc1ccc(Nc2ccc(N3CCN(c4ccc([N+](=O)[O-])cc4)CC3)nn2)cc1	-86*	-109*	3%	8	-9%	0%	1	3%	0%	-11%
O=C(OCC1CC(c2ccccc2)=NO1)c1ccco1 (stereo not drawn)	-3	7	-1%	-6	18%	-1%	-4	2%	2%	-1%
COCCNc1nc2c(c(=O)[nH]c(=O)n2C)n1CCCc1ccccc1	5	3	3%	-7	10%	/	-3	-1%	-2%	12%
COc1ccc(Cl)cc1S(=O)(=O)N(C)CC(=O)N1CCCC1	4	8	0%	-3	-15%	-31%	0	1%	3%	2%
CCOC(=O)c1cc(C(=O)NC(C)c2ccccc2)c(C)[nH]c1=O (stereo not drawn)	-4	-8	3%	-13	-18%	-3%	0	1%	4%	1%
COc1cc(-c2ccccc2)nc2ccccc12	-11	-6	4%	-3	-24%	-5%[46.1 µM]	-1	-1%	11%	-10%
CCOc1ccccc1C1C(C(=O)OC)=C(N)OC2=C1C(=O)CCC2 (stereo not drawn)	-7	-1	1%	0	-3%	-3%	7	1%	-17%	5%[15.4 µM]
COc1ccc(CN(C2CCCC2)S(=O)(=O)c2ccc(-n3cnnn3)cc2)cc1OC	4	-18	9%	-6	?	2%[46.1 µM]	1	2%	/	2%
Cc1cc(C)cc(N(CC(=O)NC2CCCC2)C(=O)CCC(=O)Nc2cc(C)ccn2)c1	-2	7	-5%	-9	-13%	7%	1	5%	-2%	-11%
CC1CCN(S(=O)(=O)c2ccc(NC(=O)Cc3ccc(S(=O)(=O)N4CCOCC4)s3)cc2)CC1	1	18	5%	-17	-30%	-7%	3	4%	4%	0%
c1cncc(-c2nc(NCCCN3CCOCC3)c3c4c(sc3n2)CCC4)c1	-9	16	1%	-4	0%	3%	24	0%	2%	-3%
C/C(=C\C(=O)c1ncc(C(F)(F)F)cc1Cl)N(C)C	1	-8	5%	4	-1%	-157%	5	-1%	-2%	-2%
CC(C)(C)n1nnnc1C(c1cccnc1)N1CCN(C(=O)c2ccco2)CC1 (stereo not drawn)	11	-20	-4%	35	20%	3%[46.1 µM]	3	1%	5%	2%
COCc1ccc(C(=O)NC2CCCN(Cc3ccccc3F)C2)o1 (stereo not drawn)	-7	-3	0%	-5	-8%	0%	7	3%	-10%	1%
CN(C)CCCNC(=O)CC1C[C@H](C(=O)N2CCOCC2)[C@@]2(CCC3CCCC3)c3[nH]c4ccccc4c3CCN2C1=O (stereo partly drawn)	-4	-3	/	-2	3%	3%	/	1%	6%	-8%
COc1ccc(OC)c(C(=O)CSc2nc3cccnc3n2C)c1	1	7	4%	6	-19%	1%	1	-1%	3%	-13%
CCCc1cc(=O)n2[nH]c(Cc3ccccc3)nc2n1	2	0	-5%	8	3%	0%	-5	1%	0%	-2%
CCOC(=O)c1ccc(NC(=S)N(CCCN2CCN(CC)CC2)Cc2cccs2)cc1	-32	?	16%	3	-8%	1%	-2	0%	8%	-10%
COC(=O)N/N=C/c1cn(CCCOc2ccccc2)c2ccccc12	-7	2	10%	52	16µM*	3%[46.1 µM]	2	0%	4%	-7%
COc1ccc(-c2csc(NC(=O)C3COc4ccccc4O3)n2)cc1OC (stereo not drawn)	-2	-7	-10%	-5	?	2%	6	-8%	-9%	-1%

Source: PubChem (National Center for Advancing Translational Sciences (NCATS))

This is a subset, so the mix of outcomes need not match the whole.
